Pf Dd2 inh = blocks in vitro growth of P. falciparum Dd2. P. falciparum Dd2 growth, SYBR Green, 72 h. 4.3% of 120,000 active. Potency, µM (highest dose often 28.9 µM), for inactives: at the top dose activity, negative = inhibition, usual class: inhibitors; active = well fitted inhibition curve with a large enough effect; inconclusive = small, poorly fitted or top-dose-only effect; inactive = no such curve, though single readings can be large or run the other way;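 note: plate controls were DMSO vehicle for no effect and reference drug for full effect; nearly all actives have a fitted effect of over 65% in size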
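Readout: SYBR Green fluorescence, 485 nm excitation, 535 nm emission, after ~16 h lysis at 37C. Before that, Dd2-infected red cells (2.5% hematocrit) grew 72 h with compound, 29 uM top final concentration.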
Starred values were filed as active, the others as inactive; i = inactive; ? = inconclusive; & = joins results of further samples; [ ] = remark or other dose. Potency is the fitted concentration of half-maximal effect. This is a subset; count on the stated rates, not on these rows.

SMILES	Pf Dd2 inh
CCOc1cccc(C2Oc3nc(SC)nnc3-c3ccccc3N2C(C)=O)c1OC (configuration not stated)	i
Cn1cc(C(=O)N2CC(Oc3ccc(-c4nc(-c5ccccc5)no4)cc3)C2)cn1	25%[5.79 µM]
COc1ccc(-c2noc([C@@H]3CCCN3C(=O)c3ccc(C)cc3)n2)cc1OC	i
COc1cc2ccccc2cc1C(=O)Nc1cccc(-c2nc3cc(C)ccc3o2)c1C	40%[activator]
CCC(=O)N1CCc2cc(S(=O)(=O)NC(C(=O)NCCc3ccccc3)C(C)C)ccc21 (configuration not stated)	3%
O=C(c1ccccc1F)N1CCC2(C1)C(=O)N(c1ccccc1)c1ccccc12 (configuration not stated)	-26%
O=C(CN1CC(=O)NC1=O)NCc1noc(-c2ccc3c(c2)OCO3)n1	6%
CCN(C(=O)CSc1nc2ccccc2[nH]1)c1ccccc1	41%[activator][5.79 µM]
Cc1ccc(S(=O)(=O)NCC2CCC(C(=O)N(C)Cc3ccccc3)CC2)cc1 (configuration not stated)	0%
COc1ccccc1C1C(C#N)=C(N)Oc2n[nH]c(C)c21 (configuration not stated)	-5%
COC[C@@H]1CN(Cc2cccc(OC)n2)C[C@H]1C(=O)N(C)C	i
CCn1nccc1C(=O)N1C[C@@H](Oc2ccccc2)C[C@H]1C(=O)N1CCCC1	-9%
CN(C)C[C@H]1C[C@H](CO)CN(C(=O)Cc2cc3c(cc2Cl)OCCO3)C1	-7%
Cn1c(=O)cc(SCC(=O)N2CCN(c3ccccc3F)CC2)c2ccc(Cl)cc21	24%
CCCNC(=O)O[C@@H]1CC[C@]2(C)C(CC[C@@H](O)[C@H]2CC(=O)NCc2ccccc2)[C@]1(C)CO (some centres not stated)	i

Single values from the entries so far:
`Cc1ccc(S(=O)(=O)NCC2CCC(C(=O)N(C)Cc3ccccc3)CC2)cc1` (configuration not stated) in Pf Dd2 inh: 0%
`CCN(C(=O)CSc1nc2ccccc2[nH]1)c1ccccc1` in Pf Dd2 inh: 41%[activator][5.79 µM]

Compounds shown so far with an aryl thioether with sulfur outside any ring (three):
SMILES	Pf Dd2 inh
CCOc1cccc(C2Oc3nc(SC)nnc3-c3ccccc3N2C(C)=O)c1OC (configuration not stated)	i
CCN(C(=O)CSc1nc2ccccc2[nH]1)c1ccccc1	41%[activator][5.79 µM]
Cn1c(=O)cc(SCC(=O)N2CCN(c3ccccc3F)CC2)c2ccc(Cl)cc21	24%

Other records
SMILES	Pf Dd2 inh
O[C@H]1[C@H](NCc2ccc(Cl)cc2)[C@@H](c2ccc(N3CCOCC3)nc2)C[C@H]1O	-16%[44.1 µM]
Cc1c(Cl)cccc1NC(=O)Cn1c(=O)n(Cc2ccco2)c(=O)c2oc3ccccc3c21	14%[0.594 µM]
COc1cccc2c1OCC(CNC(=O)CN1CCCCCC1=O)C2 (configuration not stated)	10%
CC(C)c1ccc(C2CC(=O)N3CN(C4CCCCC4)CSC3=C2C#N)cc1 (configuration not stated)	11µM*
Cc1ccc(S(=O)(=O)N(C)CC2CCOC2)cc1C (configuration not stated)	12%[5.79 µM]
O=C(COc1ccccc1)NC1CC(=O)N(c2ccc3c(c2)OCCO3)C1 (configuration not stated)	?
CCOC(=O)c1c(C)c(-c2ccccc2)n(CC(=O)NCCc2cccc(C)c2)c1C	-16%
CN(C)C(=O)c1nc(C(C)(C)C)c2ccccn12	16%[44.1 µM]
NC(=O)c1ccc(CC2CCN(C(=O)c3cnccn3)CC2)cc1	0%
O=C(Nc1ccc2cn[nH]c2c1)c1ccc2c(c1)OCCN(c1ccccc1)C2	11µM*
COCCOc1ccc2c(n1)CCN(C(=O)c1ccccn1)C2	-15%
CC(C)CCN(C1CCOCC1)C1CCN(C(=O)c2ccncc2)CC1	-15%
CN1CCC(NC(=O)CCC[C@@H]2[C@H]3CCCN4CCC[C@@H](CN2C)[C@@H]34)CC1	-24%
Cc1cccc(N2CCN(C(=O)CCCn3ncn4c(cc5occc54)c3=O)CC2)c1C	-10%
O=C(NCc1cccs1)C1CCN(C(=O)N2CCOc3ccccc32)CC1	?
O=C(c1ccc(C(F)(F)F)cc1)N1CCC(c2noc(-c3ccc(S(=O)(=O)N4CCCC4)cc3)n2)CC1	?
COC(=O)c1cncc(N2CCCC3(CCC(=O)N(Cc4ccccc4)C3)C2)n1 (configuration not stated)	6%
Clc1ccc(CNc2cc(-c3ccccc3)nc3nncn23)cc1	?
COc1cccc(NC(=O)c2sc3nc(C)c(C(=O)Nc4ccc(C)cc4C)c(-c4ccco4)c3c2N)c1	3.2µM*
COCCN(Cc1ccco1)C(=O)Cn1ncc2c([nH]c3ccccc32)c1=O	40%[activator]
CCc1cccc(NC(=O)N2C[C@@H](F)C[C@H]2C(=O)N2CCc3ccccc3C2)c1	i
CC(=O)N1c2ccc(S(=O)(=O)NCC3CCC(C(=O)Nc4ccc(F)cc4)CC3)cc2CC1C (configuration not stated)	i
O=C(c1cc(F)ccc1F)N1CCC(Cc2nc(-c3ccccc3)no2)CC1	i
Cc1noc(-c2ccn3c(CNC(=O)c4cccc(F)c4)nnc3c2)n1	i
CCOc1ccc(NC(=O)Cn2cc(C(=O)c3ccc(OC)cc3)c(=O)c3cc4c(cc32)OCO4)cc1	4%
O=C(Cc1c(F)cccc1Cl)NCC(=O)N1CCN(c2ccccn2)CC1	-16%
CCCN1C(=O)CCc2cc(NC(=O)NCCCOCC)ccc21	?
Cc1c(CN2C[C@@H](CO)[C@H](NC(=O)c3ccccc3)C2)cnn1C	4%
COc1ccc(NC(=O)c2cc3c(-c4ccccc4F)nn(C)c3s2)c(OC)c1	?
CCN(CC)C(=O)N1C[C@@H](Oc2cccnc2)C[C@@H]1C(=O)NC	-3%

Entries listed so far with an aryl methoxy group, in the order listed:
SMILES	Pf Dd2 inh
CCOc1cccc(C2Oc3nc(SC)nnc3-c3ccccc3N2C(C)=O)c1OC (configuration not stated)	i
COc1ccc(-c2noc([C@@H]3CCCN3C(=O)c3ccc(C)cc3)n2)cc1OC	i
COc1cc2ccccc2cc1C(=O)Nc1cccc(-c2nc3cc(C)ccc3o2)c1C	40%[activator]
COc1ccccc1C1C(C#N)=C(N)Oc2n[nH]c(C)c21 (configuration not stated)	-5%
COC[C@@H]1CN(Cc2cccc(OC)n2)C[C@H]1C(=O)N(C)C	i
COc1cccc2c1OCC(CNC(=O)CN1CCCCCC1=O)C2 (configuration not stated)	10%
COc1cccc(NC(=O)c2sc3nc(C)c(C(=O)Nc4ccc(C)cc4C)c(-c4ccco4)c3c2N)c1	3.2µM*
CCOc1ccc(NC(=O)Cn2cc(C(=O)c3ccc(OC)cc3)c(=O)c3cc4c(cc32)OCO4)cc1	4%
COc1ccc(NC(=O)c2cc3c(-c4ccccc4F)nn(C)c3s2)c(OC)c1	?

Next entries:
SMILES	Pf Dd2 inh
CCc1nc(-c2ccc(C)c(S(=O)(=O)N3CCN(c4ccc(C(C)=O)cc4)CC3)c2)no1	-10%
COc1ccc(-c2noc(CC3CCN(C(=O)c4ccc(OC)nc4)CC3)n2)cc1	?
O=C(c1cccc2[nH]ccc12)N1CCC(c2noc(C3CC3)n2)C1 (configuration not stated)	4%[5.79 µM]
CCn1cc(Cl)c(C(=O)N2CCc3c(nc4cc(-c5ccccc5)[nH]n4c3=O)C2)n1	i
CCN(Cc1nccn1C)C(=O)c1cc(-c2cnc(N)nc2)nc2c(C)cccc12	-20%
Cc1c2cnn(CC(=O)NCCc3ccccc3)c(=O)c2c(C)n1Cc1ccccc1	-18%
O=C([C@@H]1C[C@H](F)CN1C(=O)c1cccc(C(F)(F)F)c1)N1CCOCC1	50%[activator]
O=S(=O)(CCNc1cc(C2CC(O)C2)ncn1)c1ccc(F)cc1 (configuration not stated)	-10%
COc1ccc(C(CC(=O)NCCc2ccc(OC)c(OC)c2)c2c[nH]c3ccccc23)c(OC)c1 (configuration not stated)	11µM*
COc1ccc(N2CCN(S(=O)(=O)CCNC(=O)Cc3ccc(-c4ccccc4)cc3)CC2)cc1	20%
CCc1ccc(-n2nc(CO)c(C(=O)NCc3ccccn3)n2)cc1	-5%
O=C1NC2(CN(Cc3ccccc3)C2)Oc2ccccc21	?
Cc1cc(C)cc(OCC(=O)N(Cc2ccc(Cl)cc2)CC2CCCO2)c1 (configuration not stated)	-20%
COC1C(=O)N(CC2CC2)C12CCN(C(=O)c1cnccn1)CC2 (configuration not stated)	5%
COc1cccc(CC(=O)N2CCC(c3nc(CCOc4ccc(F)cc4)no3)C2)c1 (configuration not stated)	i
COCc1nc2ccccc2n1CCOc1cccc(C)c1	22%
CC1CCN(C(=O)c2ccccc2OCC2CCCN(Cc3ccncc3F)C2)CC1 (configuration not stated)	?
COCCOCc1nc(C2CCN(C(=O)c3n[nH]c4c3CCCCCC4)CC2)no1	-17%
CCOC(=O)c1ccc(NC(=O)CN2C(=O)CC(c3ccc(C)c(C)c3)=Nc3ccccc32)cc1	?
CCC(Nc1ccc(-c2nc(-c3ccco3)no2)cc1[N+](=O)[O-])c1ccccc1 (configuration not stated)	10µM*
COCCc1noc(-c2ccc(N(C)Cc3ccnc(C)c3)nc2)n1	-12%
COc1ccc(CN2CCC(N3Cc4cnc(C)n4C3=O)CC2)cc1	-5%&-9%[44.1 µM]
O=C1[C@@H]2C[C@@H](CN2C(=O)c2ccc(C(F)(F)F)cc2)Oc2ccccc2N1Cc1ccccn1	-19%
Cc1ccc(C(=O)N2CCC3(CC2)C(=O)NCN3Cc2ccc(Cl)cc2)cc1	13%
COc1cccc(CNC(=O)CSC2=Nc3ccccc3C3=NC(C(C)C)C(=O)N23)c1 (configuration not stated)	10%
CCCOC(=O)C(C)n1nnc2sc(-c3ccccc3)cc2c1=O (configuration not stated)	17%
O=C(NC1CC(=O)N(Cc2cccc(F)c2)C1)c1ccccc1-n1cccn1 (configuration not stated)	1%
CCOc1ccc2nc(N3CCCC(C(=O)NCCc4ccc(Cl)cc4)C3)sc2c1 (configuration not stated)	-24%
CC(C)C(=O)N1CCCC(c2nc(-c3ccccc3)no2)CCNC(=O)CC1 (configuration not stated)	-20%
Cc1ccc(-c2csc(-c3c(N)c(C(=O)c4ccc5c(c4)OCO5)n4ccccc34)n2)cc1	?
COc1ccc(NC(=O)CCc2c(C)nc3c(-c4ccccc4)c(C)nn3c2C)cc1Cl	?
CCOc1ccccc1CNC(=O)c1ccc(Cn2c(SCc3ccccc3)nc3cccnc32)cc1	11µM*
O=C(C1CC1)N1CCC(c2nc(C3CCOCC3)no2)C1 (configuration not stated)	26%
CCOc1cccc(C(=O)Nc2ccc(S(=O)(=O)N(Cc3ccccc3)c3ccccc3)cc2)c1	?
COC(=O)c1cn([C@H]2CO[C@H]3[C@@H]2OC[C@H]3OC(=O)Nc2cccc(C#N)c2)nn1	5%[44.1 µM]
O=C1NCc2ccccc2CC12CCCN(Cc1ccnc3ccccc13)C2 (configuration not stated)	-22%
C=C[C@H]1CN2CC[C@H]1C[C@@H]2CNS(=O)(=O)c1ccc2ccccc2c1	?
O=C(NCc1ccco1)c1cccc2c1CCN2C(=O)Nc1ccc(F)cc1	-2%
O=C(O)C1(Cc2ccccc2F)CCCN(c2ncccn2)C1 (configuration not stated)	-19%
Cc1cccc(NC(=O)Cn2cc(C(=O)C3CCCCC3)c3ccccc32)c1	-15%
N#Cc1ccccc1NC(=O)CSc1ncn[nH]1	-3%
Cc1ccccc1CNCCSc1nnnn1C	i
Cc1ccccc1C(=O)N1CCC(CCC(=O)NCCC(C)C)CC1	-7%
COc1ccc(-c2noc(-c3ccc(NCCc4ccccc4)c([N+](=O)[O-])c3)n2)cc1OC	2%
Cc1cc(NC(=O)Cn2ccn3nc4c(c3c2=O)CCCC4)no1	i
OC1CCOC2(CCN(Cc3ccc4c(c3)CCO4)CC2)C1 (configuration not stated)	7%
CCc1ccc(N(CC)C(=O)c2ccc3c(=O)n4c(nc3c2)CCCCC4)cc1	i
N#Cc1cccc(N2CCC3(CCC(=O)N(CC4CCCO4)C3)CC2)n1 (configuration not stated)	-10%
Cc1cnc(CC2CCN(C(=O)Nc3ccccc3F)C2)n1C(C)C (configuration not stated)	i
O=C(CSc1nnc2[nH]c(=O)cc(-c3ccccc3)n12)Nc1ccc(OC(F)(F)F)cc1	5%
Cc1noc(-c2cn(C3CCN(C(=O)c4ccc(F)c(F)c4)C3)nn2)n1 (configuration not stated)	-12%
C=CCN(C)C(=O)C[C@@H]1c2nc(NC(=O)COC)sc2C[C@@H]2[C@](C)(CO)[C@H](O)CC[C@]21C	-8%
Cn1c(SCC(=O)Nc2nc3ccccc3s2)ncc(C(=O)Nc2ccccc2)c1=O	22%
COc1ccc(NC(=O)Cn2cc(C(=O)C3CCCCC3)c3ccccc32)cc1	-29%
COc1ccc(NC(=O)C2CCCN(c3ncnc4c3nc3n4CCCCC3)C2)c(OC)c1 (configuration not stated)	64%[activator]
Cc1cc2c(cc1S(=O)(=O)NCc1ccccc1Cl)OCCN2C	21%
CCOC(=O)C1CCN(c2nc3c(S(=O)(=O)c4ccc(C)c(C)c4)nnn3c3ccc(Cl)cc23)CC1	?
CN(C)C(=O)c1ccc(-c2ncc3c(n2)OCCN(Cc2ccccc2)C3=O)cc1	2.2µM*
Cc1nn(-c2ccc(F)cc2)c(Oc2ccc(F)cc2F)c1CCC(=O)NC(C)C	?
Cc1cccc(N2CCN(C(=O)C3CCCN(S(C)(=O)=O)CCC(=O)NCC3)CC2)c1 (configuration not stated)	17%
Additional entries
SMILES	Pf Dd2 inh
Cn1cncc1-c1nnc([C@H]2CCN(CC3CCCCC3)C2)o1	i
COc1cc(F)ccc1C(C(=O)O)N1CCC(Oc2cccc(F)c2)CC1 (configuration not stated)	?
COc1ccc(NC(=O)CCc2nc(C3=CCN(Cc4cccc(Cl)c4)CC3)no2)c(OC)c1	-19%
CSCCCN1CCC(Oc2ccc3ncccc3c2)(C(=O)O)CC1	-14%
COc1ccc(C(=O)N2CCc3cn(C)c4cccc(c34)C2)c(C)c1	-15%
COc1ccc(OCc2nc(C)c(CCO)c(=O)n2CC(=O)NC(C)CCc2ccccc2)cc1 (configuration not stated)	-9%
CCCN(CCC)CCCNC(=O)Cn1cc2c(n1)-c1c(oc(C(=O)N3CCCC3)c1C)CC2	?

Assay outcomes as filed in PubChem BioAssay.
